FadD28 FP inh = M. tuberculosis FadD28 bisubstrate binding inhibition | FadD28 bisubstrate probe binding, fluorescence polarization | hit rate 0.22% among 360,000 | inhibition, % at 12.5 µM | AID 588549; in the data active = inhibition above about 8.5%, passing the limit was not always enough; inconclusive = no clear call, values can overlap the other calls
Mtb FBA inh = inhibits M. tuberculosis FBA enzyme; P9WQA3; purified M. tuberculosis FBA, fluorescence read-out; inhibition, % at 1 µM; hit rate 2.3% among 360,000; AID 588726; in the data active = inhibition above about 27%;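 also: 0% = vehicle and 100% = reference inhibitor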
BoNT-F LC inh = BoNT F light chain protease inhibition; Multiplex microsphere protease cleavage assay, flow cytometry; inhibition, % at 10 µM; hit rate 0.22% among 360,000; AID 588497; in the data active = inhibition above about 35%, passing the limit was not always enough; inconclusive = no clear call, values can overlap the other calls; also: plate controls were buffer without enzyme for full effect and enzyme alone for no effect
UGM FP inh = inhibitors of M. tuberculosis UDP-galactopyranose mutase. P9WIQ1. purified UGM, fluorescence polarization probe displacement. inhibition, % at 10 µM. hit rate 0.06% among 320,000. AID 504406; in the data active = inhibition above about 10%, passing the limit was not always enough; inconclusive = no clear call, values can overlap the other calls
Target sequence (P9WIQ1 whole entry, looked up): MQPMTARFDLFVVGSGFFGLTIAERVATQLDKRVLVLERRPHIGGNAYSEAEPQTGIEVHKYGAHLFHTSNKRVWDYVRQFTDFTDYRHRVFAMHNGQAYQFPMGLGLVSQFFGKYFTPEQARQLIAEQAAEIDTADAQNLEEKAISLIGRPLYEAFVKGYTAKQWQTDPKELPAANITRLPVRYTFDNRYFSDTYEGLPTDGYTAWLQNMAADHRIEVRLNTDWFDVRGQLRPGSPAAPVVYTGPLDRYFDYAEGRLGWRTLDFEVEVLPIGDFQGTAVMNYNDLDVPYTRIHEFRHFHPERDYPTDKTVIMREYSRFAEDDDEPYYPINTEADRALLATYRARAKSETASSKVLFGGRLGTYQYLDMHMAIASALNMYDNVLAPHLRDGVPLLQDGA
Rv3671c inh = inhibitors of M. tuberculosis serine protease Rv3671c | P9WHR9 | inhibition, % at 5.96 µM | hit rate 0.048% among 320,000 | AID 2606; in the data active = inhibition above about 38%;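 also: extracellular domain of Rv3671c used as enzyme; 0% = enzyme with DMSO and 100% = no enzyme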
Target sequence (P9WHR9 whole entry, looked up, the tested form may be a part): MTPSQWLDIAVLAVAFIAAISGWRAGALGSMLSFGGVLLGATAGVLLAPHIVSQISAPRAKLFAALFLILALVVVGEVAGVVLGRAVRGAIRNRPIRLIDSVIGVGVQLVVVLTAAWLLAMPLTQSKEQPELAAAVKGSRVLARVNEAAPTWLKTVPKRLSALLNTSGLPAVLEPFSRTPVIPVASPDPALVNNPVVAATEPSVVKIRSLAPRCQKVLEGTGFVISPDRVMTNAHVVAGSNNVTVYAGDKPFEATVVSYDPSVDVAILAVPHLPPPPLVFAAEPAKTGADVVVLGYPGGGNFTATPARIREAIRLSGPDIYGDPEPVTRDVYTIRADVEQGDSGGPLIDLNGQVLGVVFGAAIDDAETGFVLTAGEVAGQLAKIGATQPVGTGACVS
MazEF act = MazEF (E. coli) toxin RNase activation; activation, % at 20 µM; P0AE70; FAM/BHQ RNA-DNA oligo cleavage fluorescence, 5 h; hit rate 0.32% among 350,000; AID 504720; in the data active = activation above about 50%
Target sequence (P0AE70 whole entry, looked up): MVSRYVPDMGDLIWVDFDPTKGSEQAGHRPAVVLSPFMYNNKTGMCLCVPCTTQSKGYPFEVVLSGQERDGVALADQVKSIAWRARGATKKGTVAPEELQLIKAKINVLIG
BioA inh = BioA (M. tuberculosis) enzyme inhibition; purified M. tuberculosis BioA enzyme, plate reader; inhibition, % at 9.99 µM; hit rate 0.096% among 360,000; AID 602481; in the data active = inhibition above about 40%; inconclusive = no clear call, values can overlap the other calls
GDH-TPI inh = GDH-TPI coupled enzyme inhibition counter-screen. GDH-TPI coupled enzyme counterscreen, NADH absorbance. inhibition, % at 4.8 µM. hit rate 1.2% among 360,000. AID 588335;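 also: 0% = DMSO wells and 100% = wells lacking the enzyme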
VHR inh abs = DUSP3 (human) phosphatase inhibition; P51452; recombinant VHR phosphatase, pNPP absorbance; inhibition, % at 13.3 µM; hit rate 0.52% among 290,000; AID 1654; in the data active = inhibition above about 50%; also: some compounds called inactive have numbers as strong as hits
CCHF vOTU inh = blocks the CCHF virus ovarian tumor domain protease; inhibition, % at 11.5 µM; AID 651958; hit rate 0.55% among 370,000; CCHFV vOTU protease, Pep-AMC fluorescence; also: 0% = vehicle wells with enzyme and 100% = no enzyme wells
Starred values were filed as active, the others as inactive; ? = inconclusive; . = not tested or not shown. Rule as the data show it, unless noted: active = inhibition above about 30%; inactive = the rest.

Results follow in this order: UGM FP inh, CCHF vOTU inh, BioA inh, MazEF act, FadD28 FP inh, Rv3671c inh, VHR inh abs, Mtb FBA inh, GDH-TPI inh, BoNT-F LC inh
COC(=O)CCS(=O)(=O)c1ccc(NC(C)=O)cc1
    0.2, -17, 0.2, -3, -3.2, 2, -2, -3, -3, -8
COc1ccc(NC(=O)CC(NCCc2ccccc2)C(=O)O)c(OC)c1 (stereo not drawn)
    1.4, -7, 0.6, 9, -1.9, 6, 19, 2, 1, 10
O=C(NC1CCCC1)c1cc(-c2ccc(F)cc2)on1
    1.2, 8, -1.3, 1, -2.0, 9, 25, -7, 2, 4
NCCNc1ccc(C(=O)N2c3ccccc3Sc3ccccc32)cc1[N+](=O)[O-]
    0.7, 13, 2.1, -22, -3.0, 5, 19, -4, -1, -40
COc1ccc(Br)cc1/C=c1\sc2nc(-c3ccco3)nn2c1=O
    -0.8, 4, 2.1, 5, -5.9, -1, -23, -3, 9, 9
COc1cccc2c1C(=O)c1ccc3ccccc3c1C2=O
    1.5, ., 0.0, 6, -2.8, -6, -8, -2, -13, 28
CCOC(=O)c1cc(=O)c2ccc(OCC(=O)Nc3ccccc3)cc2o1
    -4.6, -9, ., 15, -3.4, -5, 1, 2, -1, -1
Clc1ccccc1-c1nnn(Cc2ccc(-c3nn[nH]n3)cc2)n1
    -0.3, 10, -0.1, -6, -5.1, -1, 0, 5, -4, -1
NCCCNc1ccc([N+](=O)[O-])cc1C(F)(F)F
    -1.4, 8, ., 5, -1.0, 6, 6, -3, 10, 4
COCCSc1ccccc1C(=O)Nc1ccccc1C#N
    1.8, 0, 1.7, 7, -2.8, -1, 26, -1, -6, -3
Clc1ccccc1OCCN1CCC(Cc2ccccc2)CC1
    0.5, 5, -2.6, -12, -1.3, 4, 44, -1, 1, -3
COc1ccc(N/N=C(C)/C(=N/O)C(=O)Nc2ccccc2)cc1
    2.2, 1, 2.1, 5, -1.5, -2, 11, -5, 2, -1
CSc1ccc(OC2(C)CCN(Cc3ccc(OC(F)(F)F)cc3)C2)cc1 (stereo not drawn)
    ., -3, 0.1, ., -4.0, ., ., 2, -8, -6
Cc1cccc(NC(=O)c2ncn3c2C(=O)N(C)CC3)c1
    ., 20, -1.9, 9, 0.1, ., ., 0, 8, -8
COC(=O)c1[nH]c2cc(C)ccc2c1NC(=O)CN1CCOCC1
    2.4, 8, ., 7, -4.1, -5, -7, 5, 6, -1
Cc1cc(C)n2c(SCc3cccs3)nnc2n1
    3.4, 10, 4.2, -4, -3.7, 0, 39, 1, 7, -17
CCCNC(=O)c1cc(C2CCCCN2S(C)(=O)=O)on1 (stereo not drawn)
    ., -6, 0.1, ., -3.7, ., ., -3, 9, -2
Nc1nc(SCc2ccc(Cl)cc2Cl)ns1
    -0.7, -3, 1.0, 4, -3.0, -4, 8, 1, -8, 0
CCCC(=O)N1CCN(c2nc3ccc(Br)cc3s2)CC1
    0.5, 11, 7.3, 2, -3.9, 7, 16, -5, -3, 8
CN(CCc1cn[nH]c1)C(=O)CC1C(=O)NCCN1Cc1ccccc1C(F)(F)F (stereo not drawn)
    -0.1, -2, ., -5, -2.1, -3, 21, -2, 4, -1
CN(C)S(=O)(=O)c1ccc(C(=O)Oc2coc(CSc3ncccn3)cc2=O)cc1
    1.0, -2, ., -7, -5.6, 0, 0, -1, 8, 1
COc1ccc(CN2CC(=O)N(c3cccc(Cl)c3)C2=S)cc1OC
    -2.6, 6, 1.5, -2, -1.3, -3, 13, 2, 8, 3
Cc1cccc(NC2SC(=O)NC2=O)c1 (stereo not drawn)
    -0.4, 11, -1.6, 2, -0.2, 2, -5, 1, 5, -3
Cc1ccc(Cn2c(C(CO)Nc3nc(-c4ccc(Cl)c([N+](=O)[O-])c4)cs3)nc3ccccc32)cc1 (stereo not drawn)
    -0.8, 13, 0.0, -6, 1.2, -6, ., 2, -6, -3
CC(=O)Nc1cc(C(=O)NCc2ccco2)ccc1Sc1ccc(Cl)cc1
    1.2, -11, ., 1, -2.1, -13, 4, 4, 6, -7
COC1OC(CO)C(N(C)C(C)=O)C1O (stereo not drawn)
    ., 0, -2.1, -11, -4.9, ., ., -2, -8, -2
CC(C(=O)Nc1ccc(C#N)cc1)N(C)CC(=O)Nc1ccccc1Br (stereo not drawn)
    0.4, 9, ., 6, -5.5, 2, 17, -1, -9, -7
CC1(C)CC(=O)C(CC(=O)Nc2ccc(S(N)(=O)=O)cc2)=C(O)C1
    -2.1, 17, -1.7, -4, -1.6, -8, 9, -1, -7, -7
CCOC(=O)N1CCN(c2ccc(C(C)=O)cc2F)CC1C (stereo not drawn)
    -1.4, 31*, ., 3, -2.2, -3, 22, -1, 12, 2
O=C(c1cn(Cc2ccccc2)nc1-c1cccnc1)N1CCN(Cc2ccccc2)CC1
    -2.7, 11, 1.3, -2, -3.6, 3, ., -3, -2, -3
COc1cccc(-n2cnc(=O)c3cccnc32)c1
    1.9, -7, ., -4, 1.1, 0, 5, 0, 8, -4
CCn1cnc2c(cnn2-c2ccccc2)c1=O
    -0.5, 11, -1.2, -3, -1.8, 4, 17, 3, -2, -7
COc1ccc(NC(=O)c2cccc(S(=O)(=O)N3CCN(c4ccccc4)CC3)c2)c(OC)c1
    -7.8, -2, 0.3, -5, -3.0, 9, ., -1, 5, -14
CN(C(=O)COC(=O)c1ccccc1OCc1ccc(Cl)cc1)c1c(N)n(Cc2ccccc2)c(=O)[nH]c1=O
    -0.5, -13, -0.3, -8, -3.0, -27, ., -1, 17, .
COc1ccc(CNC(=O)C/C(C)=N/NC(=O)c2ccccc2OC)cc1
    -2.1, 1, -0.8, -7, 0.2, 8, 22, -1, 8, 12
NS(=O)(=O)c1cc(C(=O)N2CCNC(=O)C2)ccc1Cl
    -0.4, -3, ., 19, ., 0, -10, -5, -1, -5
COCCNC(=O)Cc1ccc(F)cc1
    -1.1, -11, ., -8, 0.3, -12, -1, -1, 12, -4
CC1(C(=O)NCC2CC2)Cc2c(-c3cccc(C(F)(F)F)c3)ccnc2O1 (stereo not drawn)
    ., 11, 2.0, ., 0.0, ., ., 0, 2, -3
Cn1cnc([N+](=O)[O-])c1Sc1nc(N)nc2c1ncn2C1CC(O)C(CO)O1 (stereo not drawn)
    ., 2, ., -1, 0.0, ., ., 2, 12, 4
CC(=O)c1cccc(NC(=O)Cn2cnc(S(=O)(=O)N3CCc4ccccc43)c2)c1
    0.9, -3, 0.6, 5, -4.6, -5, 5, 1, 3, 4

Single records, from the list above.
`Cc1ccc(Cn2c(C(CO)Nc3nc(-c4ccc(Cl)c([N+](=O)[O-])c4)cs3)nc3ccccc32)cc1` (stereo not drawn) reads UGM FP inh = -0.8; CCHF vOTU inh = 13; BioA inh = 0.0; MazEF act = -6; FadD28 FP inh = 1.2; Rv3671c inh = -6; VHR inh abs = .; Mtb FBA inh = 2; GDH-TPI inh = -6; BoNT-F LC inh = -3
`COc1ccc(CN2CC(=O)N(c3cccc(Cl)c3)C2=S)cc1OC` reads UGM FP inh = -2.6; CCHF vOTU inh = 6; BioA inh = 1.5; MazEF act = -2; FadD28 FP inh = -1.3; Rv3671c inh = -3; VHR inh abs = 13; Mtb FBA inh = 2; GDH-TPI inh = 8; BoNT-F LC inh = 3

Additional compounds:
Results follow in this order: UGM FP inh, CCHF vOTU inh, BioA inh, MazEF act, FadD28 FP inh, Rv3671c inh, VHR inh abs, Mtb FBA inh, GDH-TPI inh, BoNT-F LC inh
O=C(CSCC(=O)NCc1ccco1)NCc1ccco1
    -1.6, 4, 0.0, -1, -0.4, 1, -20, 1, 2, 3
FC(F)(F)c1nnc(-c2ccccc2)nc1Sc1ccc(Cl)cc1
    0.0, -8, 1.7, 0, -0.7, 0, -10, 1, -1, 4
CCOC(=O)N1CCC(NC(=O)CCc2c(C)nc3nc(C)nn3c2C)CC1
    -2.8, -7, -0.6, 1, -2.0, 1, -19, 9, 4, 6
COCCN(C(=O)CNC(=O)c1cccs1)C(C(=O)NC1CCCC1)c1cccs1 (stereo not drawn)
    1.1, 18, -1.9, 0, -2.0, -4, 28, -13, -6, -7
O=C(COC(=O)c1ccc(F)cc1)NCC1CCCCC1
    1.5, -4, 0.4, 9, -3.4, -3, ., -2, -2, -5
O=C(NCCN1C(=O)S/C(=C\c2cccnc2)C1=O)C1CC(=O)N(Cc2ccco2)C1 (stereo not drawn)
    -1.1, -4, ., 4, -0.7, -10, 6, 1, 9, 2
COc1ccc(CCNC(=O)Cn2nnc3ccccc3c2=O)cc1
    2.0, -14, ., 10, 0.2, -4, 13, 0, 22, -1
CC(N=Cc1c(O)n(C2CC2)c(=S)[nH]c1=O)c1ccccc1 (stereo not drawn)
    0.5, 7, ., -3, -1.4, -6, 21, -3, 35*, 2
C1=C(c2ccc(-c3ccccc3)cc2)Nc2ncnn2C1c1ccco1 (stereo not drawn)
    ., -29, -14, 344*, -1.9, ., 28, 13, 9, -1
Cc1ccc(OCc2cc(C(=O)NC(C)Cc3cccc(C)n3)no2)cn1 (stereo not drawn)
    1.5, 6, -1.9, 6, -4.0, 5, 10, 2, -4, -6
Cc1noc(C)c1COC(=O)c1ccccc1NC(=O)Cc1ccccc1
    -1.1, 9, -0.3, 3, 0.3, -15, 18, 7, 0, 1
CCOCC(=O)Nc1ccc(Br)c(C)c1
    0.1, 4, ., 2, -1.0, 1, 31, 2, 4, -6
Cc1cccc(C(=O)NNC(=O)CCn2nnc3ccccc32)c1
    -0.5, -15, ., -12, 1.3, 9, 20, 1, 11, -3
COc1ccc(-c2nc(CS(=O)CC(=O)NC3CCCCC3)c(C)o2)cc1 (stereo not drawn)
    -1.6, -11, 0.8, -2, -4.5, -17, 1, 2, -2, 14
CC(=O)c1ccc(NC(=O)c2noc(C(C)C)c2[N+](=O)[O-])cc1
    0.3, -3, ., 7, 1.0, 5, 2, 3, 10, -2
CCOC(=O)C1=C(C)N(CCCC(=O)O)C(=O)NC1c1ccc2ccccc2c1 (stereo not drawn)
    -0.2, -12, -0.7, 4, -2.7, -7, ., 0, -1, -3
Cc1ccccc1NC(=O)c1cc(-c2ccccc2)n(CCCN2CCOCC2)c1C
    5.2, -9, 5.2, 2, -4.5, -7, 17, 1, -5, ?
O=C(Cc1cccs1)N1CCN(S(=O)(=O)c2ccc(Cl)c(C(F)(F)F)c2)CC1
    -1.0, 2, -1.4, -7, -1.7, -4, ., 3, 0, -9
Cc1ccccc1S(=O)(=O)Cc1ccc(C(=O)NCc2cccnc2)o1
    1.5, 15, 0.2, -14, -0.7, -2, -16, -1, -5, 3
C=CCn1c(SCC(=O)NCC(c2ccccc2)N(C)C)nc2sc3c(c2c1=O)CCC3 (stereo not drawn)
    ., -2, 1.0, 13, 0.0, ., ., 0, 8, -8
CCn1c(CSc2nncn2-c2ccc(OC)cc2)nc2cc(S(=O)(=O)N(C)C)ccc21
    1.5, 6, 0.8, 3, -1.4, 4, 19, 3, -3, 11
CCCN(CC(=O)Nc1ccccc1OC)C(=O)c1cc(-c2cccs2)nn1-c1ccccc1
    ., 4, ., -10, -3.6, 15, ., -2, 0, -7
COCCNC(=O)COc1ccc(N(C)S(=O)(=O)c2ccc3ccccc3c2)cc1
    -1.2, 7, 1.1, 1, -0.8, -7, 34, 0, 1, 11
CCCOc1cc(C)c(S(=O)(=O)NCCOC)cc1C
    1.1, 5, 0.4, 4, -2.1, -7, 13, 0, -11, -7
CCCOc1ccc(NC(=O)C2CC(=O)N3CCCN=C3S2)cc1 (stereo not drawn)
    0.4, 7, -2.3, 3, -4.3, -7, 10, 4, 2, 0
O=C(c1csc2c1CCCCC2)N1CCN(c2ncccn2)CC1
    -2.4, 16, 8.8, 0, -0.7, 2, -5, 1, 12, 0
CCCCC1=CC2=CC(=O)C(C)(OC(=O)CC)C(=O)C2=CN1c1ccccc1 (stereo not drawn)
    -0.3, ., -1.5, 2, 0.5, -8, 30, 6, 1, -10
Cc1cc(NC(=O)CCN2CCCCC2)ccc1Br
    -0.2, -3, 0.6, -1, -1.8, 5, 17, -3, 7, -6
O=c1c2oc3ccccc3c2ncn1Cc1ccc(F)cc1
    0.9, -1, -1.1, 10, 1.3, 1, 16, 1, 3, -6

Screening data from PubChem.
